# mcGAS inh: cyclic GMP-AMP synthase inhibitors, mouse, primary biochemical chemiluminescence; recombinant cGAS, Kinase-Glo ATP depletion luminescence; inhibition, % at 12.5 µM; 0.15% of 160,000 active; AID 1259399, 2018;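 further: 0% = negative control wells and 100% = reference inhibitor with no enzyme activity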
# hcGAS lum: Primary biochemical luminescence assay for human cyclic GMP-AMP synthase inhibitors; Q8N884; inhibition, % at 12.5 µM; recombinant h-cGAS, ATP depletion, Kinase-Glo luminescence; 0.081% of 290,000 active;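 further: 0% = vehicle reaction and 100% = reaction without DNA for no activity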
# Target sequence (Q8N884 whole entry, looked up): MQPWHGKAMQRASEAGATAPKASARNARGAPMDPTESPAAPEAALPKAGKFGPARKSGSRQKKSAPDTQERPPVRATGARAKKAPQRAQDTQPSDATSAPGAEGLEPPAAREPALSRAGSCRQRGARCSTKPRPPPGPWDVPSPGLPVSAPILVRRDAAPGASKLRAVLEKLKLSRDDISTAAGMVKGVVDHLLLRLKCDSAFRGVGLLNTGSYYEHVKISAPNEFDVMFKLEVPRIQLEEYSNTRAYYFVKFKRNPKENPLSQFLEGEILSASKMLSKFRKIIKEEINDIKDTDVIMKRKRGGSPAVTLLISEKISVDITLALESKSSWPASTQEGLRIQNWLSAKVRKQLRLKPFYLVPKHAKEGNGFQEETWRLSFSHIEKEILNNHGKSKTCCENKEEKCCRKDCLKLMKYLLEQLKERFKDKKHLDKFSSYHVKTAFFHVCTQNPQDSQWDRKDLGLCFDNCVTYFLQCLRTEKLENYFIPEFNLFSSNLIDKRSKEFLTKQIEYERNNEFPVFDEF
# NPYLR7 ag: agonists of mosquito NPYLR7 receptor, primary screen, cell-based, Aedes aegypti, calcium fluorescence, mosquito biting behavior. Aedes aegypti neuropeptide Y-like receptor 7 (NPYLR7). HEK293T NPYLR7/Galpha15, GCaMP6s calcium fluorescence. activation, % at 10 µM. 0.15% of 270,000 active. AID 1259423, 2018; in the data active means activation above about 40%;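 further: 0% = vehicle and 100% = reference agonist at the receptor; some compounds past the cut are filed as inactive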
# An asterisk follows results filed as active; . = not tested or not shown; & = joins results of further samples. Unless noted, no stated cut-off is given here; in the data, active means inhibition above about 40%; inactive means the rest.
SMILES	mcGAS inh	hcGAS lum	NPYLR7 ag
CCc1ccsc1C(=O)N1CC(CNC(=O)OC(C)(C)C)CC1C (stereo not given)	.	-5	0
CCn1c(C)cc(C)c(C(=O)N2CCOC(c3ccc(Cl)cc3)C2)c1=O (stereo not given)	-11	4	-1
CCNC(=O)NC(=O)CN(c1nccs1)S(=O)(=O)c1ccccc1	-14	-2	0
CC1CCCC(NC(=O)C2CC(=O)N(N(C)c3ccccc3)C2)C1 (stereo not given)	-5	-3	-1
CC(=O)NCc1ccc(-c2csc(NC(=O)C(C)Sc3ccccc3)n2)o1 (stereo not given)	-7	-3	0
CCOC(=O)c1nc2cc(C)c(C)cc2nc1N1CCN(C(=O)c2ccc(Cl)nc2)CC1	-6	-3	2
COC(=O)C1=C(O)/C(=C\c2cccc(F)c2O)SC1=Nc1cccc([N+](=O)[O-])c1	-3	-6	-3
O=C1c2ccccc2NC(c2ccc(O)c(O)c2)N1c1ccc2c(c1)OCCO2 (stereo not given)	-8	-4	2
Cc1ccc(C2(O)CCN(C(=O)c3cccc(-c4cn[nH]c4)c3)CC2)nc1	-18	-5	9
Cc1ccc2nc(C)c(NC(=O)Nc3cccc(Cl)c3)c(=O)n2c1	-8	-5	0
C=CCNC(=O)c1cc2cc(Cl)ccc2oc1=O	.	-5	1
CC(=O)Nc1ccc(SCCCC(=O)N2CCN(CCc3ccccc3)CC2)nn1	-6	-2	1
CCN1C[C@H]2CN(C)c3ccccc3[C@@H]2N(C(=O)OCC(C)C)CCC1=O	-7	3	19
CC(C)(CCl)C(=O)N(CC(=O)N1CCc2sccc2C1c1ccc(Cl)cc1Cl)Cc1ccco1 (stereo not given)	-7	-12	8
CCn1c(CNC(=O)Nc2ccccc2C(C)(C)C)n[nH]c1=S	-15	-6	-2
Cc1[nH]c(=O)[nH]c(=O)c1CC(=O)N1CCOC(CCCc2ccccc2)C1 (stereo not given)	1	-3	.
COc1ccccc1NC(=O)CCN(C)Cc1ccc(C(C)C)cc1	.	-6	18
O=C(NCc1ccco1)c1n[nH]nc1Nc1cccc(Cl)c1	-4	-3	.
COc1cc2c(cc1CN(C)Cc1snnc1C)CCC2	-17	-6	25
Cc1ccc(-n2ccnc2-c2nccn2C)c(Cl)c1	-15	-6	8
COc1ccc(S(=O)(=O)N(C)CC(=O)Nc2ccccc2Sc2ccccc2)cc1Cl	.	-11	7
CCOC(=O)c1cc(-c2ccc(N3CCN(C(=O)c4cc(C)oc4C(F)(F)F)CC3)cc2)n(-c2ccccc2Cl)n1	-7	-6	4
FC(F)(F)c1cccc(N2CCC(N=Cc3ccccc3C(F)(F)F)=N2)c1	.	-4	-14
CC(C)CNC(CC(=O)Nc1cccc(F)c1)C(=O)O (stereo not given)	-9	-5	1
Cc1c(CN2CCN(C3CCCC3)C(CCO)C2)[nH]c2c(Cl)cccc12 (stereo not given)	.	-6	4

# New compounds follow
SMILES	mcGAS inh	hcGAS lum	NPYLR7 ag
Cc1ccc2c(c1)CN(CC(=O)NCCc1nc3ccccc3n1C)CC(c1ccsc1)O2 (stereo not given)	-13	-7	18
CCOC(=NCCN1CCCC1)NC(=O)c1ccc2c(c1)OCO2	1	-3	-9
Cc1ccc(NC(=O)CSc2ncc(S(=O)(=O)c3ccc(C)cc3C)c(=O)[nH]2)cc1	-3	-1	-1
CCCOc1ccc(-c2ccc(-c3noc(C4CCCCC4)n3)cc2)cc1	-3	-4	4
CC(C)(C)NCc1cc2ccccc2nc1Cl	.	2	-3
O=c1c2cc3c(cc2nc2sc(Nc4ccccc4)nn12)OCO3	.	0	3
Cc1ccc(NC(=O)CCc2ccc(S(=O)(=O)N3CCCCCC3)cc2)c(O)c1	.	5	-3
CCOCCOCc1cccc(CNc2nccc(C)n2)c1	-14	-6	2
CCOC(=O)c1[nH]ncc1CN1CCCn2cncc2C1	-14	-4	10
C=CCNC(=O)C(NC(=O)c1ccc2c(c1)OCO2)C1CCN(C(=O)c2cccs2)CC1 (stereo not given)	-7	-2	10
O=C(Nc1cccc2ccc(-n3cccc3)nc12)c1ccc(F)c(F)c1	.	-10	1
Cc1cc2oc(C(=O)Nc3ccccc3[N+](=O)[O-])c(C)c2cc1C	.	1	7
CCCCn1c(N)c(N(Cc2ccco2)C(=O)CN2CSCC2=O)c(=O)[nH]c1=O	.	-1	0
Cc1ccc(C)c(CSc2nccn(-c3ccc4c(c3)OCCO4)c2=O)c1	-7	-10	-2
O=S(=O)(NC(C1CC1)C1CC1)c1ccc(Cl)cc1	-8	-14	1
COc1ccc(C(=O)NCCCNC(=O)[C@H]2CCCN2C(=O)c2ccc(Cl)c(Cl)c2)cc1	-5	-5	0
C=CCn1c(SCc2c(F)cccc2Cl)nnc1-c1ccccc1OC	-5	-6	18
CCOC(=O)N1CCN(C(=O)CSc2nc3c(c(=O)n2-c2ccccc2)SCC3)CC1	.	-7	-4
Cc1nn(C)c(C)c1NS(=O)(=O)c1ccc2c(c1)OCCO2	0	-6&2	0&3
Cc1nc2scc(C)n2c(=O)c1NC(=O)c1c(F)cccc1Cl	-8	-8	12
C=CCCC(O)CN(CC=C)CC(=O)N1CCc2sccc2C1COc1ccccc1OC (stereo not given)	-4	-1	4
CCOC(=O)C1(C/C=C/c2ccccc2)CCCN(C(=O)c2n[nH]c(=O)c3ccccc23)C1 (stereo not given)	.	-7	20
CCCc1ccc(OCC(=O)NNC(=O)CCOc2ccccc2)cc1	.	-4	-4
CCOC(=O)N1CCC(NC2CC(=O)N(CCCc3ccccc3)C2)CC1 (stereo not given)	.	-4	3
Cc1cccn2c(CC(=O)NCCS(=O)(=O)N3CCCC3)cnc12	.	-4	1

# Continued.
SMILES	mcGAS inh	hcGAS lum	NPYLR7 ag
C=C(C)[C@@H]1CC[C@]2(C(=O)O)CC[C@]3(C)[C@H](CC[C@@H]4[C@@]5(C)CC[C@H](O)C(C)(C)[C@@H]5CC[C@]43C)[C@@H]12	.	-3	-4
CCC(C)n1c(-c2ccccc2)nc(=S)c2c1CCCC2 (stereo not given)	.	-6	6
CCc1ncc2c(n1)CN(C(=O)c1[nH]cnc1-c1ccccc1)C2	-12	-9	-1
CCOC(=O)[C@@H]1CCCC[C@@H]1NC(=O)c1ccc(-n2nc(-c3cccc(Cl)c3)cc2N)cc1	-4	-4	0
CCN(CC)CCn1c2c(c(SCC(=O)NCc3ccccc3)nc1=O)CCC2	-8	-3	2
Fc1ccc(Cc2noc(-c3ccc(NC4CCSC4)nc3)n2)cc1 (stereo not given)	.	-1	5
COc1ccc(Cl)cc1NC(=O)Nc1ccc(Nc2cc(OC(C)C)nc(C)n2)cc1	-6	-6	24
O=c1c(-c2ccc(F)cc2)[n+]([O-])c2ccccc2n1OCc1ccccn1	-4	-4	4
O=C(CCc1cc(=O)[nH]o1)NC1CC(=O)N(CCc2ccc(F)cc2)C1 (stereo not given)	.	-4	10
CC1Oc2ccccc2N(CCC(=O)Nc2nc(-c3cc(F)ccc3F)cs2)C1=O (stereo not given)	-2	2	7
O=C(NCc1ccc(F)cc1)c1cc2n(n1)CCN(Cc1ccc(Cl)c(Cl)c1)C2=O	-6	-8	0
Cc1ccc(-c2cc(C(=O)N3CCCC4(CC3)CN(C)C(=O)O4)n[nH]2)o1 (stereo not given)	-16	-9	11
CC(C(=O)NC(c1ccc(S(C)(=O)=O)cc1)c1cccc(N(C)C)c1)c1cccc(C(=O)c2ccccc2)c1 (stereo not given)	-3	-4	-7
Cc1ccc2c(c1)C1(SCCN1C(=O)C(C)C)C(=O)N2Cc1cccc(F)c1 (stereo not given)	-3	-2	15
O=C(c1cn(CCC2CCCCN2)nn1)N1CCOCC1 (stereo not given)	-2	-3	.
COc1ccc(C(NC(=O)CN2CCS(=O)(=O)CC2)C(F)(F)F)cc1OC (stereo not given)	.	11	0
O=C(c1ccco1)N(Cc1ccc(F)cc1F)CC1CC(c2ccccc2Cl)=NO1 (stereo not given)	-5	-1	-3
O=C(CN1CCCC1c1ccccc1)c1c[nH]c(C(=O)N2CCCC2)c1 (stereo not given)	.	-9	1
Cc1ccc(C2=NC(=CN(C)C)C(=O)O2)cc1	.	-1	1
COc1ccc(-c2cccc(-c3cccc(NC(=O)C(C)(C)OC(C)=O)c3)n2)cc1	1	1	-7
CCCCN=c1scc(C)n1N=Cc1ccc(O)c(O)c1O	-12	-28	3
COc1cccc(-c2cc(C(=O)NCc3ccc(F)cc3)c3ccccc3n2)c1	-6	-6	0
Cc1ccc2c(C)c(C(=O)NCCc3cnn(-c4ccccc4)c3)oc2c1C	-11	-7	14
Cc1cc(=O)n2nc(N3CCCC(C(=O)NC4CCCC(C)C4C)C3)sc2n1 (stereo not given)	-3	-8	4
CCN(CC(=O)NC(C)C)C(=O)c1sccc1C1CC1	.	7	6

# Single records (already shown):
# `O=C(c1cn(CCC2CCCCN2)nn1)N1CCOCC1` (stereo not given) in the list: mcGAS inh: -2; hcGAS lum: -3; NPYLR7 ag: .
# `CC(=O)NCc1ccc(-c2csc(NC(=O)C(C)Sc3ccccc3)n2)o1` (stereo not given) in the list: mcGAS inh: -7; hcGAS lum: -3; NPYLR7 ag: 0
# `CC1CCCC(NC(=O)C2CC(=O)N(N(C)c3ccccc3)C2)C1` (stereo not given) in the list: mcGAS inh: -5; hcGAS lum: -3; NPYLR7 ag: -1

# Remaining list, next part.
SMILES	mcGAS inh	hcGAS lum	NPYLR7 ag
CCCc1[nH]n(-c2ccccc2)c(=O)c1C1=C(N2CCOCC2)C(=O)N(c2cc(C)ccc2OC)C1=O	-2	-1	1
O=S(=O)(c1cc(Cl)ccc1Cl)N1CCC2(CCCO2)CC1	-11	-7	9
O=C1C(NS(=O)(=O)c2cccs2)CCN1c1ccccc1F (stereo not given)	.	-10	-17
Cc1cccc(CN2CCN(C(=O)CN(C)CC(=O)Nc3cc(F)ccc3C)CC2)c1	.	-6	-3
CCOC(=O)N1CCC(NCc2nncn2C2CCCCC2)CC1	-12	-8	32
CCN(Cc1cc(Br)ccc1O)C(=O)c1cncn1-c1ccccc1	-13	-4	0
CCCCNC(=O)c1ccc2nc(CC)c(N(C)CCC(C)C)n2c1	-4	-5	-5
OC12CCCCC1C(c1ccc(Cl)cc1Cl)NCC2 (stereo not given)	-3	-3	3
CCOC(=O)c1ccc2c(c1)nc(SCc1ccc(OC)c(F)c1)n2Cc1ccccn1	-5	-5	2
C=CCSc1nnc2c(n1)OC(c1ccccn1)Nc1ccccc1-2 (stereo not given)	-2	-8	2
CCNC(=O)NCc1ccc(OCCOc2ccccc2)nc1	-10	-4	0
CN1C[C@@H](O)[C@]2(CCN(C(=O)N3CCOCC3)C2)S1(=O)=O	-6	2	2
CCOCCCN(CC(=O)N(Cc1cccn1Cc1ccccc1Cl)CC(C)C)S(=O)(=O)c1cccc2cccnc12	2	0	.
Cc1ccc(C2=NC(=Cc3cc(C#N)n(C)c3C)C(=O)O2)s1	.	-8	-1
CCCn1c(C(=O)Nc2ccccc2F)cc2c(=O)n(C)c(=O)n(C)c21	-9	-7	-5
CN(C)C(=O)c1c(NC(=O)c2cccs2)sc2c1CCC2	4	3	-9
COc1ccc(C2CC(c3ccccc3)=NN2c2nc(-c3ccccc3)c3cc(Cl)ccc3n2)cc1 (stereo not given)	-5	0	-8
CC(C)NC(=O)N(Cc1ccco1)Cc1c(-c2ccccc2)noc1N(C)C(C)C	-4	-2	5
COc1ccccc1N1CCN(Cn2ncn(-c3cccc(Cl)c3)c2=S)CC1	.	-7	3
CS(=O)(=O)c1ccc(CN2CC[C@H](c3nc4ncccc4[nH]3)C2)cc1	-8	-9	-7
CC1=NN(C(=S)Nc2ccccc2)C(C)(C)C1	-8	-1	-3
Cc1cccc(S(=O)(=O)NCC(c2cccn2C)N2CCc3ccccc3C2)c1 (stereo not given)	-6	-5	6
COc1cccc(C(=O)N2CCN(Cc3ccc(NC(C)=O)cc3)CC2)c1	-14	-1	8
COc1cc2c(cc1OC)CN(C1CCCN(C3Cc4ccccc4C3)C1)CC2 (stereo not given)	.	-8	2

# Four entries from above, as labelled records.
CC(C)(CCl)C(=O)N(CC(=O)N1CCc2sccc2C1c1ccc(Cl)cc1Cl)Cc1ccco1 (stereo not given)
  mcGAS inh = -7
  hcGAS lum = -12
  NPYLR7 ag = 8
CCN(Cc1cc(Br)ccc1O)C(=O)c1cncn1-c1ccccc1
  mcGAS inh = -13
  hcGAS lum = -4
  NPYLR7 ag = 0
CC(C)(C)NCc1cc2ccccc2nc1Cl
  mcGAS inh = .
  hcGAS lum = 2
  NPYLR7 ag = -3
Cc1nn(C)c(C)c1NS(=O)(=O)c1ccc2c(c1)OCCO2
  mcGAS inh = 0
  hcGAS lum = -6&2
  NPYLR7 ag = 0&3

# From PubChem BioAssay
